# High-throughput results (PubChem BioAssay)
# CHO parental Ca = counter-screen: ATP calcium response change in parental CHO cells | parental CHO-K1, ATP-induced calcium, Fluo-8 fluorescence | inhibition, % at 5.6 µM | 330,000 tested, 0.63% active | AID 463079;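 active means inhibition above that plate's mean sample inhibition plus 3 SD, cut at about 26% in these data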;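 further: 0% = ATP-challenged DMSO wells and 100% = DMSO wells without ATP; some compounds past the cut are filed as inactive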
#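 Assay system: parental CHO cells; Read-out basis: percent inhibition of ATP-evoked calcium rise, normalized to controls; Benchmarks: ATP and no-ATP DMSO wells; Compound dosing: single nominal dose of 5.6 µM per compound; Signal: Fluo-8 calcium dye fluorescence; Also added: ATP as calcium-mobilizing challenge; Repeats: singlicate.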
# TAAR1 antagonist = human TAAR1 antagonism | 360,000 tested, 1.5% active | CHO RD-HGA16 TAAR1, Fluo-8 calcium fluorescence, antagonist | inhibition, % at 3 µM | Q96RJ0 | AID 624466;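 active means inhibition above a per-plate cutoff, the mean inhibition of test compounds on that plate plus 3 SD, cut at about 49% in these data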;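 further: 0% = DMSO plus EC80 beta-PEA response and 100% = DMSO alone without agonist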
# Target sequence (Q96RJ0 whole entry, looked up): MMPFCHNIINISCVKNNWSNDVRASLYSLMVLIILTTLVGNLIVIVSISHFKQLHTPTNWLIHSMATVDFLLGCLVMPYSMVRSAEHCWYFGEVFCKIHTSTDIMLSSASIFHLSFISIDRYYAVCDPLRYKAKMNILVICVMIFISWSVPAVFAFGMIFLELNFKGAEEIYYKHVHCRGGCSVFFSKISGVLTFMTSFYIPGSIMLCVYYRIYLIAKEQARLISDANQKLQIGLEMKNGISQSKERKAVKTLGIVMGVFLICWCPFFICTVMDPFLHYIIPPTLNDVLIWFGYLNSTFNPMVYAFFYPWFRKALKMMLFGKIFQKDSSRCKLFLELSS
#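 Assay system: RD-HGA16 CHO cells with stable hTAAR1 and Gα16 / Reagent: EC80 β-phenethylamine stimulus / Doses: 3 µM, single point / Timing: dye loading 75 min at 37 °C, then 30 min room temperature / Measured by: Fluo-8 intracellular calcium dye fluorescence, real-time kinetic reads / Controls: vehicle wells and EC80 agonist wells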
# M1 antag = antagonists of human M1 muscarinic receptor; CHO-K1 hM1, Fluo-8 calcium fluorescence, ACh EC80 antagonist; inhibition, % at 3 µM; AID 588852; P11229; 360,000 tested, 1.3% active;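 active means percent inhibition above its own plate's cutoff, namely the mean of that plate's compound wells plus 3 SD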;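 further: peak over basal fluorescence ratio during 140 s after agonist addition; 0% = ACh EC80 plus DMSO and 100% = DMSO alone without agonist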
# Target sequence (P11229 whole entry, looked up): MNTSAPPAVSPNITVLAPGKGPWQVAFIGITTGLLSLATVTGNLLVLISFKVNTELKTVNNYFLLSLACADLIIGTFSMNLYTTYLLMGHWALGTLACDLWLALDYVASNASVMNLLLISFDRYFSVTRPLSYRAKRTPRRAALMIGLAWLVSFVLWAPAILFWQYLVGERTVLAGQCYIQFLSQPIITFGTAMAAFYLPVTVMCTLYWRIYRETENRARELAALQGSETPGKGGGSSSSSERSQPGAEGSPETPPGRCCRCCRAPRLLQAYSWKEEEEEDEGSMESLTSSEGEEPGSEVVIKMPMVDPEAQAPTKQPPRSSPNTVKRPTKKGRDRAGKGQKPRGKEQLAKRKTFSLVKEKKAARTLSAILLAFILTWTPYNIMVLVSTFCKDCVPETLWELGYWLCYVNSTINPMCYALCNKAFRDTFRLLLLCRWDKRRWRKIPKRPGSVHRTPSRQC
# M1 ag parental = counter-screen for M1 agonists: effect in parental CHO-K1 cells. Fluo-8 calcium fluorescence; scaled to maximal ATP response, vehicle zero. activation, % at 3 µM. 360,000 tested, 0.48% active. AID 602248; in the data active means activation above about 15%;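 further: untransfected CHO-K1 host cells lacking M1 receptor as counterscreen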
# CHRM1 agonist = activates human CHRM1 receptor; P11229; CHO-K1 hM1, Fluo-8 calcium fluorescence, agonist mode; 0% DMSO, 100% acetylcholine EC100; activation, % at 3 µM; 360,000 tested, 0.33% active;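 active means activation above the run's mean compound activation plus 3 SD, cut at about 16% in these data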;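 further: peak over basal fluorescence ratio within a 140 s kinetic read after compound addition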
# M1 PAM parental = nonselective activator or artifact in parental CHO-K1 calcium assay; ATP EC20, Fluo-8 calcium fluorescence; 0% at ATP EC20, 100% at ATP max; activation, % at 3 µM; 360,000 tested, 0.02% active; AID 602247;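 active means activation above the run cutoff, the mean activation of all test compounds plus 3 SD, cut at about 40% in these data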;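 further: peak over basal fluorescence ratio in a 140 s read after ATP addition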
# OXTR potentiator = potentiators of human oxytocin receptor; P30559; CHO-OTR cells, Fluo-8 calcium fluorescence, potentiator mode; 0% = oxytocin EC15, 100% = EC100; activation, % at 3 µM; 320,000 tested, 0.061% active;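 active means activation above that plate's cutoff, the mean activation of tested compounds plus 3 SD, cut at about 6.6% in these data, passing the limit was not always enough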;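 further: 100% uses oxytocin at 75 nM as the full agonist control; some results filed as inactive read as strong as hits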
#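 assay system = CHO-OTR cells, human receptor | schedule = compound 6 min at room temperature before oxytocin, 100 s read | detection = Fluo-8 intracellular calcium fluorescence, ex 470-495, em 515-575 nm | evaluation = normalized max/min fluorescence ratio, % activation | control set = EC15 oxytocin alone as 0%, 75 nM oxytocin (EC100) as 100%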
# TAAR1 agonist = agonists of human TAAR1; Q96RJ0; CHO RD-HGA16 TAAR1, Fluo-8 calcium fluorescence; vehicle wells 0%, saturating PEA agonist 100%; activation, % at 3 µM; 360,000 tested, 0.99% active; AID 624467;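 active means activation above the mean activation of all test compounds in the run plus 3 SD, cut at about 38% in these data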
#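 Test system: RD-HGA16 (CHO) cells co-expressing Gα16 and hTAAR1; dosing: one-point dosing at 3 µM (nominal); timing: 17-24 h seeding, 75 min 37 °C dye, 30 min RT; signal: kinetic Fluo-8 calcium fluorescence; read-out basis: % activation relative to PEA EC100 response; controls: DMSO and PEA EC100; replicates: n 1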
# CHO-K1 Ca antag = M1 antagonist counterscreen hit in parental CHO-K1 cells. ATP-induced calcium, Fluo-8 fluorescence. inhibition, % at 3 µM. 360,000 tested, 0.6% active;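 active means inhibition above a per-plate cutoff, the plate's mean sample inhibition plus 3 SD, cut at about 24% in these data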;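 further: 0% = DMSO plus EC80 ATP and 100% = DMSO alone without ATP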
# Starred values were filed as active, the others as inactive; . = no result given.
# The first 2 records as a preview:
cpd | SMILES | M1 ag parental | CHRM1 agonist | M1 PAM parental | TAAR1 agonist | OXTR potentiator
1 | CC(C)N(Cc1nc(-c2ccc(Cl)cc2)no1)C(=O)CCCN1C(=O)c2ccccc2C1=O | 4.0 | -2.7 | 13.6 | -0.3 | .
2 | COCCCNC(=S)N(CCN(C)C)Cc1cc2cc3c(cc2[nH]c1=O)OCCO3 | -0.2 | -7.2 | 7.7 | 6.7 | -6.2

cpd | TAAR1 antagonist | CHO parental Ca | CHO-K1 Ca antag | M1 antag
1 | 24.0 | . | -10.7 | -6.0
2 | -10.6 | -7.7 | -3.4 | 0.1

# Main list, repeating the preview:
cpd | SMILES | M1 ag parental | CHRM1 agonist | M1 PAM parental | TAAR1 agonist | OXTR potentiator
1 | CC(C)N(Cc1nc(-c2ccc(Cl)cc2)no1)C(=O)CCCN1C(=O)c2ccccc2C1=O | 4.0 | -2.7 | 13.6 | -0.3 | .
2 | COCCCNC(=S)N(CCN(C)C)Cc1cc2cc3c(cc2[nH]c1=O)OCCO3 | -0.2 | -7.2 | 7.7 | 6.7 | -6.2
3 | O=C(CCCN1C(=O)c2cccnc2C1=O)Nc1ccc(F)cc1Cl | 0.7 | -2.5 | 9.0 | -0.7 | -1.9
4 | CN(C(=O)CSc1nc2ccccc2n1C)C1CCS(=O)(=O)C1 (stereo not drawn) | -0.4 | -4.2 | 15.7 | 3.5 | -1.5
5 | N#CC1(NC(=O)CSc2nnc(Nc3ccccc3F)s2)CCCC1 | 0.9 | -0.2 | 8.3 | 9.5 | -7.2
6 | CCOc1ccc(S(=O)(=O)N2CCN(C(=O)c3oc4ccc(OC)cc4c3C)CC2)cc1 | 0.2 | -3.1 | -24.1 | 2.3 | .
7 | Cc1cc(NC(=O)CSc2nnc(-c3cccnc3)n2C2CCCCC2C)no1 (stereo not drawn) | 3.8 | -1.5 | 12.3 | 5.3 | -13.0
8 | CN(C(=O)c1cccc(NC(=O)Cc2cccc([N+](=O)[O-])c2)c1)C1CCCCC1 | 5.3 | -5.8 | 2.5 | 10.9 | -9.3
9 | CCOC(=O)N1CC=C2C(C#N)=C(N)C(C#N)(C#N)[C@H](c3ccccc3OCC)[C@H]2C1 | 1.3 | -4.8 | 12.9 | 6.7 | -10.8
10 | COc1ccccc1-c1nnc(-c2ccc(N3CCOCC3)cc2)o1 | 2.1 | -2.4 | 14.9 | 6.2 | -12.6

cpd | TAAR1 antagonist | CHO parental Ca | CHO-K1 Ca antag | M1 antag
1 | 24.0 | . | -10.7 | -6.0
2 | -10.6 | -7.7 | -3.4 | 0.1
3 | -9.1 | 4.6 | -9.9 | -10.3
4 | -20.4 | -3.1 | 7.6 | 29.1*
5 | -4.8 | -22.2 | -2.7 | -5.9
6 | 8.1 | . | 7.1 | 7.8
7 | 29.3 | -1.0 | 3.6 | -4.2
8 | -2.9 | -20.9 | -12.9 | -6.6
9 | -6.1 | -15.9 | -9.4 | -8.5
10 | 4.0 | -8.2 | -7.9 | -13.8

# Some of the entries so far, screen by screen.
8. CN(C(=O)c1cccc(NC(=O)Cc2cccc([N+](=O)[O-])c2)c1)C1CCCCC1
9. CCOC(=O)N1CC=C2C(C#N)=C(N)C(C#N)(C#N)[C@H](c3ccccc3OCC)[C@H]2C1

compound no.	8	9
M1 ag parental	5.3	1.3
CHRM1 agonist	-5.8	-4.8
M1 PAM parental	2.5	12.9
TAAR1 agonist	10.9	6.7
OXTR potentiator	-9.3	-10.8
TAAR1 antagonist	-2.9	-6.1
CHO parental Ca	-20.9	-15.9
CHO-K1 Ca antag	-12.9	-9.4
M1 antag	-6.6	-8.5

# Quoted from the listing.
# Value for COCCCNC(=S)N(CCN(C)C)Cc1cc2cc3c(cc2[nH]c1=O)OCCO3 in M1 ag parental: -0.2
# Value for O=C(CCCN1C(=O)c2cccnc2C1=O)Nc1ccc(F)cc1Cl in CHO-K1 Ca antag: -9.9
# Value for CN(C(=O)c1cccc(NC(=O)Cc2cccc([N+](=O)[O-])c2)c1)C1CCCCC1 in M1 ag parental: 5.3

# (next part)
cpd | SMILES | M1 ag parental | CHRM1 agonist | M1 PAM parental | TAAR1 agonist | OXTR potentiator
11 | COc1cc(/C=C/C(=O)NC2CCCCC2)cc(OC)c1OC | -0.1 | -2.3 | -6.0 | 1.6 | 1.5
12 | CCCc1nc2ccccc2c(C(=O)OCC(=O)Nc2cccc(S(=O)(=O)N3CCOCC3)c2)c1CC | 1.1 | -2.2 | 4.5 | 2.8 | -16.9
13 | CCOc1ccc(C/C(O)=C2\C(=O)CC(C)(C)CC2=NCC(=O)O)cc1OCC | 0.7 | -4.4 | -7.6 | 9.3 | -11.5
14 | O=C1c2cccc3cccc(c23)N1CN1CCN(c2ccccn2)CC1 | 1.3 | 0.6 | 19.6 | 16.3 | -4.3
15 | Fc1c(F)c(F)c(N=Cc2ccc3ncccc3c2)c(F)c1F | 0.2 | -6.0 | 15.4 | 2.8 | -7.7
16 | CN(Cc1ccon1)C(=O)C1CCC(=O)N(Cc2ccc(Cl)cc2)C1 (stereo not drawn) | 0.7 | -2.5 | 14.9 | -1.3 | -6.4
17 | CC(=O)N[C@@H](Cc1c[nH]c2ccccc12)C(=O)OCC(=O)Nc1ccc(S(=O)(=O)N(C)C)cc1 | 0.6 | -3.7 | -3.0 | 3.5 | 0.5
18 | CCOc1ccc(/C=N/OCC(=O)NCc2ccco2)cc1 | 1.0 | -3.0 | 8.9 | 0.8 | -1.3
19 | O=C(NCC1CCCO1)C(c1cccnc1)N(C(=O)Cc1cccs1)c1ccccc1 (stereo not drawn) | 7.9 | -4.2 | 4.2 | 23.8 | 0.7
20 | COc1ccc(C(=O)Nc2nnc(Cc3ccccc3)s2)c(OC)c1 | 0.2 | -0.4 | 0.5 | -1.6 | -8.0

cpd | TAAR1 antagonist | CHO parental Ca | CHO-K1 Ca antag | M1 antag
11 | 13.0 | -7.3 | -6.0 | -18.6
12 | 51.6* | 6.1 | 7.8 | 14.6
13 | -20.1 | -10.1 | 12.7 | 0.5
14 | -12.4 | -6.4 | -6.4 | -5.3
15 | 9.1 | -2.7 | -1.0 | -5.9
16 | -10.5 | -3.9 | -11.3 | -13.6
17 | -13.5 | -4.9 | -3.4 | -11.1
18 | -7.0 | -11.7 | -13.9 | -6.3
19 | 54.0* | -17.5 | 4.8 | 10.8
20 | -2.2 | -12.4 | -2.2 | -1.4

# Later entries.
cpd | SMILES | M1 ag parental | CHRM1 agonist | M1 PAM parental | TAAR1 agonist | OXTR potentiator
21 | O=C(Nc1ccc(N2CCN(C(=O)c3ccc(Cl)cc3)CC2)cc1)c1cc2ccccc2o1 | 2.8 | -3.6 | 5.0 | 5.9 | -8.8
22 | O=C1CCCS(=O)(=O)c2ccccc21 | 1.0 | -4.0 | 11.7 | -0.1 | -5.1
23 | Cc1ccc(C)c(S(=O)(=O)C(C#N)c2nc3ccccc3nc2N2CC(C)OC(C)C2)c1 (stereo not drawn) | 1.7 | -2.0 | 14.2 | 15.2 | -6.6
24 | CCNC(=S)Nc1ccc(S(=O)(=O)Nc2cc(C)nc(C)n2)cc1 | 0.2 | -4.2 | 12.2 | 4.1 | -4.7

cpd | TAAR1 antagonist | CHO parental Ca | CHO-K1 Ca antag | M1 antag
21 | 37.6 | -15.1 | -15.3 | 3.4
22 | -1.9 | -10.3 | -21.6 | -5.7
23 | -6.7 | -7.2 | 8.0 | -8.9
24 | -25.1 | -8.2 | -3.9 | -4.0
